Screens (PubChem)
TNF necrop inh: inhibitors of TNF-alpha triggered necroptosis, primary screen, cell-based, Jurkat FADD-/-, single concentration | AID 463075, 2010 | 0.068% of 220,000 active | activation (protection from cell death), % at 10 µM | Jurkat FADD-/- TNF necroptosis rescue, ATP luminescence, 24 h; 0 = TNF only, 100 = no-TNF cells;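 active means activation, meaning protection from cell death, of at least 50% relative to plate controls; inactive means activation below 50%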;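 further: necroptosis triggered by 40 ng/mL TNF-alpha added together with compound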
TRPML3 agonist: human TRPML3 channel agonists, primary screen, cell-based, HEK293 TRPML3-YFP, Fluo-8 calcium fluorescence, 3 µM. 0.29% of 220,000 active. Mucolipin-3 (Homo sapiens), Q8TDD5. activation, % at 3 µM. 100% = the carbachol control signal;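 active means activation above its plate's cutoff, the mean activation of the plate's test wells plus 3 SD, cut at about 12% in these data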;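 further: 0% = DMSO only wells and 100% = carbachol wells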
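system = HEK293 cells stably carrying human TRPML3-YFP | doses = one concentration, 3 µM nominal, 0.3% DMSO | timing = dye loading 1 h 37 °C then 30 min ambient, 125 s read | detection = Fluo-8 calcium dye fluorescence, ex 470-495, em 515-575 nm | benchmarks = high control carbachol 87 µM, low control DMSO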
Mdm2 ligase inh: MDM2-luciferase reporter signal enhancers, primary screen, MDM2 E3 ligase inhibitor project, cell-based, luminescence, 1536-well; E3 ubiquitin-protein ligase Mdm2 (Homo sapiens), Q00987; cell-based MDM2 ubiquitination luciferase reporter, 2 h; 0 = plate control, 100 = twice control, blank-subtracted; signal enhancement, % at 5 µM; 0.11% of 210,000 active; AID 1230, 2008;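 active means signal enhancement of 30% or more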;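 further: luminescence tracks abundance of the self-degrading MDM2-luciferase fusion protein; higher signal means inhibition of MDM2 E3 ligase activity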
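Assay system: stable mammalian line carrying autodegrading MDM2–luciferase fusion reporter; Input: 2000 cells in each well; Compound dosing: single-point 5 µM; Schedule: 2 h compound exposure at 37 °C; Signal: SteadyLite luciferase luminescence after 15 min room-temperature reagent incubation; Evaluation: % luminescence enhancement versus blank-corrected plate control mean; Benchmarks: plate controls and plate blanks.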
PPC-1+TRAIL kill: compounds killing PPC-1 cancer cells with TRAIL present, primary screen, TRAIL potentiator project, ATPLite luminescence, uHTS; PPC-1 cells + TRAIL, ATPLite viability luminescence; cell killing (% activity), % at 4 µM; 0.41% of 220,000 active; AID 1443, 2008;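 active means cell killing above 50% in the first pass at 4 µM, then a duplicate retest at 5 µM averaging 50% or more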;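 further: plate controls were cells with TRAIL plus DMSO for no effect and medium-only wells lacking cells for full effect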
p47phox inh: p47phox/p22phox peptide binding inhibitors, primary screen, biochemical, uHTS, NADPH oxidase regulatory subunit; Neutrophil cytosol factor 1 (Homo sapiens), P14598; fluorescence polarization, 2 h; inhibition, % at 24.7 µM; 0.53% of 220,000 active; AID 1274, 2008;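 active means inhibition above about 30%, limit read from the data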;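 further: 0% = p47phox with labelled peptide and 100% = labelled peptide alone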
Target sequence (P14598 whole entry, looked up): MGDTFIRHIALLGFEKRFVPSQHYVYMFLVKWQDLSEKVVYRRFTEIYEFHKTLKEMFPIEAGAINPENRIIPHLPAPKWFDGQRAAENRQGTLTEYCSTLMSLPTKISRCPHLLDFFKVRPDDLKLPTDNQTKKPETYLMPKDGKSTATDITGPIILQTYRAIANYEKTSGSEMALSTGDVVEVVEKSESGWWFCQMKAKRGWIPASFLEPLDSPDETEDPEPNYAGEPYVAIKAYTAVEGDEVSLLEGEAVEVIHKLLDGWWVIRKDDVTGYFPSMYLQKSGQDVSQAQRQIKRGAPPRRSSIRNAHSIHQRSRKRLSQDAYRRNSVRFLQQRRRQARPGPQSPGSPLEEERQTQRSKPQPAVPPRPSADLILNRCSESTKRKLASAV
EBV gp42 block: Epstein-Barr virus gp42 inhibitors, primary screen, biochemical, uHTS, fluorescence polarization; Glycoprotein 42 (Epstein-Barr virus (strain AG876)), Q1HVG2; Fluorescence polarization binding assay, mP read-out; inhibition, % (tested at 21.74 µM); 0.42% of 220,000 active; AID 1085, 2008; in the data active means inhibition above about 50%
Target sequence (Q1HVG2 whole entry, looked up): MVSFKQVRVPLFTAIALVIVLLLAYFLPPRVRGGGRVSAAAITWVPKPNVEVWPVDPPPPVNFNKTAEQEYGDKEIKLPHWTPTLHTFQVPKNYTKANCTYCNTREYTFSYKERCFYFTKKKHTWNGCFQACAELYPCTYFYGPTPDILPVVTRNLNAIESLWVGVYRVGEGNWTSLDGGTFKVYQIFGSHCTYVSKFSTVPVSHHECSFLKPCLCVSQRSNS
zfTRPN1 agonist: zebrafish TRPN1 channel agonists, primary screen, cell-based, HEK293, calcium fluorescence | AID 1424, 2008 | 0.18% of 220,000 active | activation, % at 3 µM | HEK293 zebrafish TRPN1-YFP, Fluo-8 calcium fluorescence; 100% = response to 87 µM carbachol;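 active means activation above its plate's cutoff, the mean activation of test wells on that plate plus 3 SD, cut at about 19% in these data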;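 further: 0% = DMSO alone and 100% = 87 µM carbachol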
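Material: zebrafish TRPN1-YFP in HEK293 cells. Doses: one dose of 3 µM, 0.3% DMSO. Incubation: dye 1 h 37 °C plus 30 min RT. Measured by: intracellular calcium fluorescence with Fluo-8.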
Runt-SMMHC FRET: inhibitors of RUNX1 Runt–CBFb-SMMHC binding, primary screen, biochemical, FRET, Cerulean-Runt, Venus-CBFb-SMMHC, uHTS; Runt-related transcription factor 1 (Homo sapiens) + Core-binding factor subunit beta …; inhibition, % at 20 µM; 0.74% of 220,000 active; Cerulean-Runt/Venus-CBFb-SMMHC FRET ratio 530/480, 1 h;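 active means mean inhibition across duplicate retests at 20 µM reaching about 50%, limit read from the data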;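 further: 0% = DMSO wells and 100% = wells with excess untagged CBFb-SMMHC; inhibitors lower the FRET ratio by blocking Runt binding to CBFb-SMMHC; some results filed as inactive read as strong as hits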
CHOP inh: inhibitors of CHOP promoter induction, primary screen, cell-based, unfolded protein response, luciferase reporter; CHO-K1 CHOP-promoter luciferase, tunicamycin-induced, 15-18 h; inhibition, % at 10 µM; 3.8% of 220,000 active;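 active means compounds that reduced the stress-induced luciferase reporter signal by more than about 70% of percent inhibition, limit read from the data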;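 further: 0% = tunicamycin plus vehicle and 100% = wells without tunicamycin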
The depositor's hits bear a star; x = no result given.

structure	TNF necrop inh	TRPML3 agonist	Mdm2 ligase inh	PPC-1+TRAIL kill	p47phox inh	EBV gp42 block	zfTRPN1 agonist	Runt-SMMHC FRET	CHOP inh
O=C(N/C(=C\c1ccc([N+](=O)[O-])cc1)C(=O)N1CCCCC1)c1ccccc1Br	0.1	0.8	-6	3	5	-2	0.7	2	-26
Cc1ccc(NC(=O)CSc2nnc(COc3ccccc3C)o2)cc1	0.4	-0.5	-19	6	2	0	0.3	-3	39
CC1(C)CC(NC(=O)C(Cl)(Cl)Cl)CC(C)(C)N1	3.5	0.8	2	19	-11	-20	1.0	1	-29
CCN1CCc2c(C#N)c(N3CCCCC3)nc(N3CCOCC3)c2C1	-0.9	-0.2	-7	-16	-12	-5	-0.7	-10	18
Cc1cc(Br)ccc1NC(=S)Nc1cccc([N+](=O)[O-])c1	-5.2	1.1	-11	-35	-10	-8	2.2	0	4
COc1cc([N+](=O)[O-])ccc1-c1ccc(/C=N/NC(=O)OC(C)(C)C)o1	1.6	1.6	-5	8	-68	-52	3.7	-138	21
CCO[C@H]1OC(C(=O)N2CCOCC2)=C[C@@H](c2ccc3c(c2)OCO3)[C@@H]1CCCO	0.0	0.2	x	-5	x	-10	-1.3	3	0
O=C(Nc1cccc(F)c1)c1cc(S(=O)(=O)N2CCC3(CC2)OCCO3)ccc1F	2.6	2.0	-10	14	-6	-3	1.7	-3	24
Cc1ccc(C(=O)c2cc3c(cc2[N+](=O)[O-])OCCO3)cc1	1.5	0.5	-3	14	-1	10	-0.3	-4	0
CN1CCCN(S(=O)(=O)c2ccc(Cl)c(Cl)c2)CC1	1.9	1.3	-12	10	7	5	0.0	1	31
N#CC1=C(N2CCOCC2)/C(=C\c2ccccc2)CC1	1.2	-0.2	x	12	-7	7	-1.0	0	34
COCc1nnc(NC(=O)CCCCCN2C(=O)c3ccccc3C2=O)s1	0.2	-0.2	8	-8	-15	-12	0.5	1	31
CC1C/C(=C/c2ccncc2)C(=O)/C(=C/c2ccncc2)C1 (centres undefined)	5.9	3.0	-5	40	-2	0	4.2	1	99*
O=C(N/N=C/C1CC=CCC1)c1ccccc1O (centres undefined)	-0.1	0.4	-5	-24	-12	-5	2.4	-2	-6
CCC(=O)NC(=S)Nc1ccc(NC(=O)COc2ccc(Cl)cc2Cl)cc1	-7.8	0.1	-16	6	10	-9	2.2	-9	90*
CCC(=O)N1CCN(c2cc(NCC3CCCO3)c(F)cc2[N+](=O)[O-])CC1 (centres undefined)	0.7	0.6	-6	12	-5	6	-1.4	-1	4
Cc1ccc(S(=O)(=O)NC(=O)NCCCCNC(=O)NS(=O)(=O)c2ccc(C)cc2)cc1	-1.3	0.6	-6	-4	-2	-8	1.5	-2	37
CCOc1cc(S(=O)(=O)Nc2cc(C)cc(C)c2)ccc1Cl	-0.3	-0.7	-8	17	-3	5	0.1	-3	106*
CCNc1nc(NC(C)C)nc(Oc2ccc(=O)n(C)n2)n1	-3.9	0.5	-9	7	x	0	0.8	-3	6
CCCCNC(=S)N1CCn2cccc2C1c1ccc(F)cc1 (centres undefined)	0.9	0.9	-20	5	-6	-4	0.4	3	18

Continuation.
structure	TNF necrop inh	TRPML3 agonist	Mdm2 ligase inh	PPC-1+TRAIL kill	p47phox inh	EBV gp42 block	zfTRPN1 agonist	Runt-SMMHC FRET	CHOP inh
CC1=C(C(=O)N(C)C)C(c2cccc(Cl)c2)NC(=O)N1 (centres undefined)	-0.7	0.7	-15	19	-10	6	0.3	-2	24
N#CC1=C(SCc2ccccc2)NC(=O)C(C#N)C12CCCC2 (centres undefined)	-1.3	0.8	-12	37	1	-3	0.7	-8	38
O=C(CCn1c2c(c3ccccc31)CCCC2)NNC(=O)c1ccc([N+](=O)[O-])cc1	-0.9	-0.1	-12	12	-7	8	-0.2	-6	31
Cc1ccc(CN2C(=O)CCC2C(=O)NC2CC2)cc1 (centres undefined)	0.0	0.8	-2	26	-5	-12	0.5	8	-7
COc1ccc(N2CCN(C(=O)c3ccc(C)cc3Cl)CC2)cc1	-0.4	1.1	-9	26	-15	-20	1.9	4	33
COc1cc2ncnc(NCc3cccc(Cl)c3)c2cc1OC	0.4	-0.2	2	14	9	2	1.0	2	29
CN(C)C=NC(=O)c1ccc([N+](=O)[O-])c(CS(=O)(=O)c2ccc(Cl)cc2)c1	-5.8	1.8	-10	1	-1	-7	1.0	-2	21
CCSc1ccc(C(=O)Nc2ccc(Br)cn2)cc1[N+](=O)[O-]	3.0	1.1	-1	1	6	28	-1.1	1	61
CCc1nc(C)cn1S(=O)(=O)c1cc(Cl)c(OC)cc1Cl	-0.5	0.0	-35	11	-3	-14	-0.3	2	3
CCOc1ccc(N(Cc2cc3cc(OC)ccc3[nH]c2=O)S(C)(=O)=O)cc1	1.4	0.1	-17	9	x	x	1.0	-4	x
Cc1ccc(S(=O)(=O)N2CCCCC2)cc1NC(=O)COC(=O)Cc1ccc(Cl)cc1	-0.2	0.8	-14	9	-21	3	1.9	-3	27
CCCN1C2CCCC1CC(NC(=S)Nc1cccc(C)c1C)C2 (centres undefined)	-11	-0.1	x	12	-6	-11	0.8	0	-2
COc1ccc(-c2cn(-c3ccc(OC)cc3)c(=S)[nH]2)cc1	0.0	0.3	-17	14	-122	-31	-0.1	0	34
CCn1c(SC)nnc1-c1nnc(SC)n1CC	-1.4	0.4	-5	8	8	-4	0.5	-1	6
Cc1c(C#N)c(NC(=O)C(C)C)n(Cc2ccccc2)c1C	-0.1	0.4	-17	6	-8	-3	-0.3	3	9
CC1(C)CC(=O)C(C=Nc2ccc(O)c(N=CC3=C(O)CC(C)(C)CC3=O)c2)=C(O)C1	-0.7	-0.3	-8	-2	-12	-3	0.1	-31	31
S=c1[nH]nc(-c2ccccc2)n1/N=C/C=C/c1ccco1	0.4	0.1	-12	5	-2	-14	0.6	3	-6
O=c1c(/C=N/Nc2ccccc2)c(Sc2nnnn2-c2ccccc2)nc2ccccn12	-0.4	0.6	-14	7	-22	152*	-0.1	-76	0
CC(=O)Nc1ccc(NC(C)=O)s1	-0.5	0.7	-13	23	-3	-16	0.6	-1	-18
N/C(=N\N=C\c1ccnc2ccccc12)SC1CC(=O)N(c2ccc(Br)cc2)C1=O (centres undefined)	-4.2	0.8	-12	14	-8	-3	-0.1	-7	52

Next records.
structure	TNF necrop inh	TRPML3 agonist	Mdm2 ligase inh	PPC-1+TRAIL kill	p47phox inh	EBV gp42 block	zfTRPN1 agonist	Runt-SMMHC FRET	CHOP inh
CCN(CC)CCn1c(=N)n(CC(=O)c2ccc(Br)s2)c2ccccc21	-15	0.9	-6	13	-10	1	0.4	-1	9
COc1ccc(C(NC(=O)CNC(C)=O)C(=O)Nc2ccc(C(C)C)cc2)cc1 (centres undefined)	-2.1	-0.1	5	12	3	-3	-1.0	1	13
O=C(CS(=O)(=O)Cc1ccccc1)Nc1ncccn1	-0.7	1.5	-14	-6	-6	0	-0.1	-1	6
COc1ccc(CN2C(=O)C(O)(CC(=O)c3ccc4c(c3)OCO4)c3ccccc32)cc1OC (centres undefined)	-1.7	0.8	-3	44	-8	-4	0.4	-1	19
Cc1ccc(C(=O)Nc2ccc(Cc3ccncc3)cc2)cc1[N+](=O)[O-]	-10	3.6	7	22	-3	13	6.8	-7	27
O=C(Nc1nc2cc3c(cc2s1)OCCO3)c1cccc(N2C(=O)CCC2=O)c1	0.6	0.6	-20	67*	-17	-8	2.4	-2	11
COc1ccccc1N1C(=O)c2ccccc2NC1c1ccncc1 (centres undefined)	-1.4	-0.3	-14	32	-19	-12	-0.5	6	15
COCc1cc(C)nc(OCC(=O)N/N=C/c2ccc(OC)c(OC)c2)c1C#N	2.2	-0.2	1	-16	-11	-8	-0.8	0	19
c1cncc(-c2noc(CC3CCCCC3)n2)c1	1.9	0.5	-7	10	-3	-14	0.7	-4	11
CN(C)c1ccc(N=Cc2nc(-c3ccccc3)oc2OC(=O)c2ccccc2)cc1	-1.0	1.1	0	16	-81	-1	2.6	-61	27
CCC(=O)Nc1nc(C)c(-c2csc(Nc3cccc(C(=O)O)c3)n2)s1	0.4	0.2	-1	25	-25	-11	2.2	0	7
O=C(Oc1ccc2ccccc2c1)c1ccccc1	-1.9	0.0	-11	11	0	-17	-0.3	4	46
CC1(C)[C@@H](O)CC[C@]2(C)C3C(O)C=C4[C@H]5C[C@@](C)(CO)CC[C@]5(C)CC[C@]4(C)[C@]3(C)CC[C@@H]12 (some centres undefined)	4.1	x	2	10	-5	-12	x	-3	39
COC(=O)CC1C(=O)NCCN1C(=O)CSc1nc2ccc([N+](=O)[O-])cc2s1 (centres undefined)	3.6	-0.1	-3	7	0	4	0.6	-2	5
CCOC(=O)CSc1nnc(CNC(=O)c2ccc(S(=O)(=O)N3CCCC3)cc2)n1C	-1.2	0.8	-1	16	6	-3	0.7	-1	-9
Cn1c(N)c(C(=O)COC(=O)Cc2ccsc2)c(=O)n(C)c1=O	1.5	0.1	-2	7	6	-17	1.1	-1	-29
COCCNCCCCOc1ccccc1-c1ccccc1	3.8	0.5	3	23	-7	7	-1.7	1	-13
CCN1CCN(C(c2ccccc2)c2nnnn2Cc2ccc3c(c2)OCO3)CC1 (centres undefined)	2.2	0.7	-4	4	-2	-8	0.0	-2	-5
CCOC(=O)N1CCN(C(=O)c2cc(OC)cc(OC)c2)CC1	0.0	0.1	-2	24	-6	-1	0.9	-4	-14
CCOC(=O)c1[nH]c2cc(OC)c(OC)cc2c1NC(=O)CCN1CCSCC1	2.9	-0.2	-4	0	-11	-9	-0.3	-5	-7
CCN(CC)S(=O)(=O)c1cccc(NC(=O)COC(=O)CCC(=O)c2cccs2)c1	2.7	1.0	6	-21	-4	-21	1.5	-1	14
COCCCN1C(=O)c2ccc(C(=O)NCc3ccco3)cc2C1=O	-0.3	0.6	-5	9	0	-13	1.6	0	-16

Outcome played no part in choosing rows. About 5.9% of those tested had a hit in this group.
